# Nrf2 activator – qHTS of Nrf2 Activators; AREc32 ARE-luciferase reporter (MCF7-derived line), luminescence, 24 h; Potency, µM (series often up to 46.1 µM), for the others: at the top dose activation, hits mostly activators; 0.31% of 410,000 active; AID 624171, 2012; note: potency is the fitted concentration of half-maximal effect; % of control where 0% means no effect; nearly all actives have a fitted effect of over 65% in size
#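 Quantitative high-throughput format: AREc32 reporter cells, 1000 per well, received compound by pin transfer and were incubated 24 hr at 37 deg C, 5% CO2, before Steady-Glo luminescence detection.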
# TGFb SMAD3 inh – qHTS for Inhibitors of TGF-b | HepG2 CAGA-GFP TGF-b/SMAD3 reporter, GFP fluorescence, 18 h; TGF-beta stimulated, 500 pg/mL final | 1.2% of 410,000 active | AID 588855, 2011 | Potency, µM (series often up to 46.1 µM), without a hit: at the highest dose activity, negative = inhibition, most hits filed as inhibitors; note: potency is the fitted concentration of half-maximal effect; % is set by controls: 0 for no effect and ±100 for the full control effect; nearly all actives have a fitted effect of over 65% in size
#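 Smad-responsive CAGA-GFP expression was quantified in HEPG2 cells exposed to compounds and 500 pg/mL final TGF-beta for 18 h at 37 degrees C; unstimulated wells defined full inhibition.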
# A549 tox – Nrf2 qHTS screen for inhibitors: counterscreen for cytotoxicity | A549 ARE-Fluc cells, CellTiter-Fluor viability, 18-24 h | Potency, µM (titrated, usually from 46 µM), inactives show top-dose activity change, negative = cytotoxicity, usual class: inhibitors | 0.16% of 390,000 active; note: potency is the fitted concentration of half-maximal effect; % is set by controls: 0 for no effect and ±100 for the full control effect
#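 A549 ARE_Fluc cells in 5% FBS OPTI-MEM were exposed to compounds in concentration-response for 18-24 h at 37 deg C. Viability was read by CellTiter-Fluor fluorescence (Ex 405/Em 525) after 30 min, before the luciferase read.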
# HepG2 tox – qHTS for Inhibitors of TGF-b: Cytotox Counterscreen; AID 588856, 2011; 0.76% of 410,000 active; HepG2 CAGA-GFP viability, ATP luminescence, 18 h; Potency, µM (doses to about 46.1 µM), without a hit: at the highest dose activity change, negative = cytotoxicity, actives largely listed as cytotoxic; note: potency is the fitted concentration of half-maximal effect; some results filed as inactive show a strong effect at the top dose
#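 CellTiter-Glo luminescence gave cytotoxicity after 18 hours at 37 degrees C. The cells were HepG2 CAGA-GFP in 1% FBS DMEM, stimulated with 500 pg/mL TGF-beta after compound addition. %Activity was normalised to no-cell wells (complete cell-killing) and DMSO (no toxicity), and curves were fitted and classified.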
# Abeta rescue – qHTS for compounds that reverse cellular toxicity of Amyloid beta (A-beta) peptide in yeast: Primary Screen. 0.063% of 410,000 active. yeast expressing A-beta42, growth rescue, OD600, 48 h; response scale: 0% DMSO, 100% iron-clioquinol control. Potency, µM (highest dose often 46.1 µM), for inactives: at the top dose growth rescue, actives largely listed as activators; note: potency is the fitted concentration of half-maximal effect; nearly all actives have a fitted effect of over 55% in size
#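 Yeast A-beta toxicity model in growth medium with pinned compounds, 48 h at 30 C; growth read as absorbance at 600 nm. Normalized to FeCl3/clioquinol equimolar mix (positive) and DMSO (negative).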
# MmCpn inh – Inhibitors of TCP-1 ring complex (TRiC) of Methanococcus maripaludis (MmCpn): qHTS; 0.031% of 330,000 active; Potency, µM (highest dose often 76.9 µM), inactives show at the highest dose activity, negative = inhibition, hits mostly inhibitors; purified Mm-Cpn ATPase, ADP Transcreener TR-FRET; note: potency is the fitted concentration of half-maximal effect; % is set by controls: 0 for no effect and ±100 for the full control effect; nearly all actives have a fitted effect of over 80% in size
#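 Reaction buffer contained 30 mM Tris pH 7.4, 100 mM KCl, 5 mM MgCl2 and 1 mM DTT. Mm-CPN (25 nM final) hydrolysed 10 uM ATP over 30 min at 37°C; ADP was read by HTRF.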
# CCT chaperon mod – High-Throughput Screening for Modulators of Cytosolic Chaperonin Activity. activity change, % (no concentration beside the values), hits read low. purified chaperonin ATPase assay, HTRF ADP detection, 30 min. AID 651819, 2012. 0.3% of 360,000 active; in the data active = activity change below about -30%; note: % is set by controls: 0 for no effect and ±100 for the full control effect
#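 We incubate TRiC, 40 or 20 nM final, with library compounds at 76 uM and 10 uM ATP for 30 min at 37 °C. ADP formed is detected with Transcreener HTRF reagents after 30 min at room temperature.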
# Akt phos inh – HTS Assay for Inhibitors of Akt Phophorylation: Primary Screen; AID 651550, 2012; 0.32% of 360,000 active; activity change, % for hits at 50 µM; Neuro2A IGF-stimulated pAkt S473 HTRF, 20 min; stronger effect = lower value; in the data active = activity change below about -80%; inconclusive = mostly about -51% to -80%; note: % is set by controls: 0 for no effect and ±100 for the full control effect
#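 Single-point screen (50 µM final compound) in Neuro2A cells stimulated 20 min with 6 nM IGF at 37 deg C. After lysis, Ser473-phosphorylated Akt read by HTRF (ex 330 nm, em 615/665 nm) as the 665/615 ratio.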
# Nrf2 block – Nrf2 qHTS screen for inhibitors; 2.1% of 360,000 active; AID 504444, 2011; Potency, µM (doses to about 46 µM), without a hit: at the top dose activity change, negative = inhibition, most hits filed as inhibitors; A549 ARE-Fluc reporter, luciferase luminescence, 18-24 h; note: potency is the fitted concentration of half-maximal effect; % is set by controls: 0 for no effect and ±100 for the full control effect; nearly all actives have a fitted effect of over 60% in size
#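 Two sequential reads on A549 ARE_Fluc cells exposed to compound for 18-24 h: a CellTiter-Fluor fluorescence read for viability, then a luciferase luminescence read for Nrf2/ARE activity.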
# * marks the source's active call; other numbers are inactive results; i = inactive; u = inconclusive; x = not tested or not shown; & = joins results of further samples; [ ] = remark or other dose. Unless noted, calls come from the whole dose curve; as a rule, active = well fitted curve in the direction sought with a large enough effect; inconclusive = small, poorly fitted or top-dose-only effect, or another doubt; inactive = no such curve, though single readings can be large; an effect the other way counts as inactive or inconclusive. Random draw from the library; any-hit rate near 4.3%.
SMILES,Nrf2 activator,TGFb SMAD3 inh,A549 tox,HepG2 tox,Abeta rescue,MmCpn inh,CCT chaperon mod,Akt phos inh,Nrf2 block
O=C(COC(=O)c1cccc(O)c1)NCc1ccc2c(c1)OCO2,-0.6%,-18%,-9%,0%,8%,1%,0.8,i,13%
O=C(NC(c1ccccc1)c1cnccn1)C1CCN(CCOc2ccc(Cl)cc2Cl)CC1 (centres undefined),12%,u,x,-96%,-8%,x,-0.8,x,x
CC(C)CC(C(=O)NC(C)(C)C)N(CC1CCCO1)C(=O)c1snc(C(N)=O)c1N (centres undefined),0.2%,-2%,2%,25%,4%,0%,-4.1,i,16%
N#C/C(C(=O)NCc1ccccc1)=C1\SC(CCO)C(=O)N1c1ccccc1 (centres undefined),-0.4%,-1%,0%,5%,21%,-3%,-0.6,i,-1%
CC(C)(C)OC(=O)N1CCC(c2c(C(=O)N3CCc4ccccc4C3)cnn2-c2ccc(Cl)cc2)CC1,0.3%,u,-4%,-33%,-7%,x,x,x,u
CCc1ccc(/C=C2\SC(N3CCCC3)=NC2=O)cc1,4.4%,-3%,-5%,3%,-25%,0%,1.4,i,-25%
COc1ccc(C2(N3CCN(c4cccc(C)c4C)CC3)C(=O)c3ccccc3C2=O)cc1,0.1%,-20%,2%,1%,3%,x,x,x,10%
O=C(NCc1ccccn1)Nc1cccc([N+](=O)[O-])c1,8.0%,2%,-4%,-1%,4%,1%,0.6,i,14%
O=C(O)CN1C(=O)/C(=C\c2ccccc2OCc2ccc(Cl)cc2)SC1=S,0.7%,-5%,-12%,-18%,-18%,5%,-2.4,i,-11%
CCCCCC(=O)N1C[C@@H](n2cc(-c3ccc(F)cc3)nn2)[C@H](O)C[C@@H]1c1ccccc1,-0.7%,-21%,x,-22%,6%,x,1.1,i,x
Cc1ccc(S(=O)(=O)N(C)Cc2ccc(-c3nnco3)cc2)cc1,-1.0%,12%,1%,7%,-4%,-1%,-0.2,i,x
COc1ccc(-c2cc3cc(OC)c(OC)cc3cn2)cc1,8.4%,-16%,-6%,-21%,-28%,-8%,-1.7,i,2%
COc1ccc(-c2c(C(=O)O)c(-c3ccccc3)cn2C)cc1,0.0%,-6%,-4%,-4%,-5%,1%,-2.9,i,14%
Cc1ccc(NC(=S)N=Nc2c(O)n(C)c3ccc(S(=O)(=O)N4CCOCC4)cc23)cc1,0.7%,u,-24%,-1%,-13%,0%,-0.5,i,u
COc1ccc(/C=N/NC(=O)CNC(=O)/C=C/c2ccco2)cc1OC,8.5%,-21%,-3%,7%,-11%,0%,0.4,i,21%
Cc1cc(C)c(NC(=O)c2ccc3c(c2)CCN3S(C)(=O)=O)c(C)c1,0.9%,5%,-4%,2%,9%,-2%,1.6,i,-23%
CC(=O)N(CCCN(C)C)Cc1ccccn1,-0.4%,8%,4%,-8%,-26%,-1%,-1.8,i,-6%
COCCNC(=O)C1(C)CCCN(C(=O)c2cccc(OC(F)(F)F)c2)C1 (centres undefined),0.4%[9.22 µM],u,x,-43%,16%,x,-22,i,x
Cc1ccc2c(c1)N(C(=O)c1ccc(F)cc1)C(C)(C)CC2(C)c1ccccc1 (centres undefined),-0.9%,2%,15%,3%,-20%,x,x,x,-20%
CC[C@@]12C(=O)N(c3cccc(C)c3)C(=O)N1[C@H](c1ccc(Br)cc1)[C@@H]1C(=O)N(C(C)(C)C)C(=O)[C@@H]12,0.0%,23%,-13%,41%,4%,2%,-1.1,i,-16%
Cn1c(=O)c2c(nc(SCC(=O)NCC3CCCO3)n2Cc2ccc(F)cc2)n(C)c1=O (centres undefined),0.0%,1%,-15%,-24%,4%,2%,-1.1,i,-18%
Cc1cc(Br)cc(/C=N/NC(=O)c2ccc3c(c2)OCO3)c1O,-1.4%,5.6µM*,-9%,1.8µM*,-33%[inhibitor],-4%,-2.0,i,u
CCOc1ccc(N(C(=O)c2snc(C(N)=O)c2N)C(C(=O)NCC2CCCO2)c2ccc(C)o2)cc1 (centres undefined),0.6%,2%,0%,-17%,-3%,2%,-2.0,i,1%
CCOc1ccc2nc(NC(=O)c3ccco3)sc2c1,-0.2%[9.22 µM],-6%,-4%,-52%,-35%[inhibitor],1%,-0.3,i,u
CCOc1ccccc1NC(=O)c1c(NC(=O)COc2ccccc2)sc2c1CCCC2,0.1%,0%,-2%,2%,-11%,x,x,x,5%
CCOC(=O)N1CCN(C(=O)CCC(=O)N2CCOc3ccc(C)cc32)CC1,-0.1%,29%,-13%,3%,-9%,2%,0.6,i,1%
CCOC(=O)C1=C(C)NC(=O)NC1c1c(OCC(=O)N2CCCCC2)ccc2ccccc12 (centres undefined),1.4%,-18%,8%,3%,3%,-4%,2.2,i,x
C=CCc1ccccc1OCC(O)CNC (centres undefined),0.2%,-21%,-2%,-26%,-1%,0%,0.6,i,16%
CC1(C(=O)NS(=O)(=O)c2ccc(Cl)s2)CCN1C(=O)C1(c2ccc(Cl)cc2)CC1 (centres undefined),-0.1%,12%,x,4%,3%,x,-18,i,x
CS(=O)(=O)N(CC(=O)NCc1ccco1)c1cccc([N+](=O)[O-])c1,-1.7%,1%,13%,-3%,1%,1%,0.5,i,1%

# Single records, from the list above. Values in the order: Nrf2 activator, TGFb SMAD3 inh, A549 tox, HepG2 tox, Abeta rescue, MmCpn inh, CCT chaperon mod, Akt phos inh, Nrf2 block
# CCOc1ccc2nc(NC(=O)c3ccco3)sc2c1 across the screens: -0.2%[9.22 µM], -6%, -4%, -52%, -35%[inhibitor], 1%, -0.3, i, u
# Cc1ccc2c(c1)N(C(=O)c1ccc(F)cc1)C(C)(C)CC2(C)c1ccccc1 (centres undefined) across the screens: -0.9%, 2%, 15%, 3%, -20%, x, x, x, -20%
# CCOC(=O)N1CCN(C(=O)CCC(=O)N2CCOc3ccc(C)cc32)CC1 across the screens: -0.1%, 29%, -13%, 3%, -9%, 2%, 0.6, i, 1%
# CCOC(=O)C1=C(C)NC(=O)NC1c1c(OCC(=O)N2CCCCC2)ccc2ccccc12 (centres undefined) across the screens: 1.4%, -18%, 8%, 3%, 3%, -4%, 2.2, i, x

# Remaining list, next part
SMILES,Nrf2 activator,TGFb SMAD3 inh,A549 tox,HepG2 tox,Abeta rescue,MmCpn inh,CCT chaperon mod,Akt phos inh,Nrf2 block
N#CCCN1CCC(NC(=O)OCc2ccccc2)CCC1=O (centres undefined),-0.1%,-1%&4%,3%,-11%&1%,5%,-3%,0.0,i,-1%
CC(C)NC(=O)[C@@H]1C[C@@]1(C)[C@@H](NC(=O)OCc1ccccc1)c1ccccc1,-0.2%,3%,1%,1%,4%,0%,-1.1,i,9%
COCCN1C=C(C(=O)OC)C(c2cc3c(cc2Br)OCO3)C(C(=O)OC)=C1,-0.1%,1%,-1%[1.84 µM],0%,-6%,-8%,-0.4,i,-1%
COc1ccc(-c2cc(C(=O)NCC3CCCO3)c3cc(C(C)C)ccc3n2)cc1 (centres undefined),0.2%,0%,0%,4%,-12%,-2%,-0.3,i,0%
COc1ccc(/C=C\c2onc(C)c2S(=O)(=O)N2CCC(C(=O)NCc3ccco3)CC2)cc1,-0.2%,2%,-18%,12%,-7%,0%,0.1,i,-1%
O=C(Nc1ccccc1C(=O)NC(Cc1ccccc1)C(=O)O)c1ccccc1 (centres undefined),0.6%,-1%,-2%,-4%,-5%,-1%,-0.1,i,-12%
CCOC(=O)c1c(NC(=O)c2c(Br)cnn2CC)sc(C)c1C,-0.4%,-4%,-1%,-11%,3%,-4%,-4.8,i,u
Cc1nc2ccccc2cc1C(=O)N/N=C/c1ccccc1[N+](=O)[O-],24%,7%,-5%,-20%,2%,-1%,-1.2,i,u
Cc1c(CC(=O)O)c(=O)oc2c(C)c3occ(-c4ccc(Br)cc4)c3cc12,5.3%,26%,2%,-28%,-7%,-3%,-1.1,i,u
O=C(CSc1nnc(NC(=O)c2cccc(F)c2)s1)NC1CCCC1,3.2%,0%,-3%,-11%,1%,-3%,-2.0,i,6%
Cn1nc(-c2ccc(N3CCCCC3)c(NC(=O)c3ccc(Cl)cc3)c2)c2ccccc2c1=O,0.8%,-6%,0%,-13%,-7%,x,x,x,6%
CCOC(=O)C1=CC[C@@H](c2ccccc2)N(S(=O)(=O)c2ccc(C)cc2)[C@H]1C#N,u,u,x,-65%,9%,x,0.3,i,x
Cc1ccc(C)c(NC(=O)CN(C)C(=O)c2cc3ccccc3o2)c1,4.0%,-23%,7%,3%,-16%,1%,-4.9,i,2%
CCc1ccc(NC(=O)CSc2nnc(COc3ccc4c(c3)CCCC4)o2)cc1,-0.5%,-2%,-6%,0%,15%,-1%,-1.1,i,x
COc1cc(/C=C/C(=O)NCC(=O)N2CCC(N(C)CCN3CCOCC3)CC2)ccc1OC(C)C,0.1%,-2%,-3%,5%,-27%,0%,2.7,i,-7%
CC(CNC(=O)c1ccc(Br)o1)NC(=O)c1ccc(Br)o1 (centres undefined),0.5%,0%,-1%,-83%,2%,-2%,-2.0,i,-12%
Cc1ccc(C(=O)CNc2nc3c(c(=O)[nH]c(=O)n3C)n2Cc2ccccc2)cc1,0.3%,1%,-9%,20%,8%,3%,-1.3,i,3%
C=CCN1C=C(C(=O)c2ccccc2)C(=O)CC1,0.2%,6%,0%,-11%,-2%,x,-0.4,i,-5%
COCC1CCN(C(=O)CCc2nnc(C3(c4ccc(Cl)cc4)CCC3)o2)C1 (centres undefined),2.5%,-3%,1%,0%,0%,1%,-0.1,i,u
CCCNC(=O)CN(Cc1ccccc1F)S(=O)(=O)c1ccc(C)cc1,-0.3%,-12%,-1%,4%,12%,1%,2.1,i,-11%

# Screens from PubChem.
